# miR122 inh – blocks miR-122 activity in Huh7 sensor cells; Huh7 miR-122 Renilla luciferase sensor, 48 h; neutral wells = 0, positive control = 100; activation (reporter increase), % at 12.5 µM; 340,000 tested, 0.3% active;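 active = mean replicate activation score at least 90 and every replicate individually at or above 90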;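 note: higher luciferase means less miR-122 activity so hits act as miR-122 inhibitors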
# ARNT TACC3 PPI – ARNT/TACC3 interaction disruption; AlphaScreen His-ARNT PAS-B/GST-TACC3 binding, luminescence; TACC3 fragment carries E629A point mutation; AID 623870; 390,000 tested, 0.66% active; Q9Y6A5; inhibition, % at 9.99 µM;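 active = mean inhibition of replicates at least 50% and at least half of replicates each reaching 50%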;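 note: 0% = complete ARNT plus TACC3 wells and 100% = ARNT alone without TACC3; many hits fall short of the cut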
# Statin myotox sup – protects C2C12 myotubes from simvastatin toxicity; 330,000 tested, 0.78% active; rescue of ATP level, % at 7.49 µM; ATP luminescence, 48 h; scaled: DMSO 0, geranylgeraniol control 100;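 active = mean ATP rescue above about 67%, or every replicate alone reaching that limit, limit read from the data, passing the limit was not always enough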;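 note: myotubes were challenged with 10 µM simvastatin during compound exposure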
# SIRT5 block – blocks human SIRT5 desuccinylation of peptide. Purified SirT5, succinyl-peptide AMC, trypsin-coupled fluorescence. AID 652115. 330,000 tested, 1.1% active. inhibition, % at 15 µM. Q9NXA8; in the data active = inhibition above about 15%
# Target sequence (Q9NXA8 whole entry, looked up): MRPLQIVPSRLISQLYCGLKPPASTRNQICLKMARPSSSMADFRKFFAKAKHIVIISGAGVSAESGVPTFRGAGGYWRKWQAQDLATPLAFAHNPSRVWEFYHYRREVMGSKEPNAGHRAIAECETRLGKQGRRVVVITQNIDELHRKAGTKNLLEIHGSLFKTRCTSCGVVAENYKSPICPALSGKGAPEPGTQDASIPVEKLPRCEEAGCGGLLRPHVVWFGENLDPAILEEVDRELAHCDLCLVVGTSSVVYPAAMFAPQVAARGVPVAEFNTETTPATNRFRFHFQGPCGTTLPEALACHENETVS
# esBAF inh – blocks esBAF chromatin remodeling in mouse ES cells; Bmi1-luciferase knock-in reporter, 24 h; 100% = twice the neutral-well signal; reporter increase, % at 12.5 µM; 350,000 tested, 2% active; AID 602393; in the data active = activation above about 40%;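 note: 0% = median of the plate's neutral control wells and 100% = double that signal; a rise in the Bmi1 reporter signal indicates esBAF inhibition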
# Cneo AK release – Cryptococcus neoformans lysis via adenylate kinase release; C. neoformans lysis, adenylate kinase release luminescence, 4 h; normalised: neutral wells 0, clomiphene wells 100; 360,000 tested, 0.2% active; AID 651654; lysis activity, % at 15 µM;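 active = mean lysis activity across replicates of at least 80%, whatever share of replicates individually reach that level; inactive = mean lysis activity below 80%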
#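 Assay system: log-phase C. neoformans yeast / Quantity: yeast cell density of 5 × 10^6 cells/mL / Medium: fresh YPD growth medium / Compound: single dose / Timing: static 4 h at 37 °C with compound, 1 h detection / Measured by: adenylate kinase release luminescence / Read-out: lysis from increased AK signal / Benchmarks: Clomiphene as positive lysis control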
# ERp5 block – blocks human ERp5 reductase activity on insulin. inhibition, % at 9.99 µM. ERp5 insulin aggregation, absorbance 650 nm, 90 min. 350,000 tested, 0.05% active. Q15084;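 active = mean replicate inhibition above about 25%, with every replicate also reaching it, limit read from the data, passing the limit was not always enough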
# Target sequence (Q15084 whole entry, looked up): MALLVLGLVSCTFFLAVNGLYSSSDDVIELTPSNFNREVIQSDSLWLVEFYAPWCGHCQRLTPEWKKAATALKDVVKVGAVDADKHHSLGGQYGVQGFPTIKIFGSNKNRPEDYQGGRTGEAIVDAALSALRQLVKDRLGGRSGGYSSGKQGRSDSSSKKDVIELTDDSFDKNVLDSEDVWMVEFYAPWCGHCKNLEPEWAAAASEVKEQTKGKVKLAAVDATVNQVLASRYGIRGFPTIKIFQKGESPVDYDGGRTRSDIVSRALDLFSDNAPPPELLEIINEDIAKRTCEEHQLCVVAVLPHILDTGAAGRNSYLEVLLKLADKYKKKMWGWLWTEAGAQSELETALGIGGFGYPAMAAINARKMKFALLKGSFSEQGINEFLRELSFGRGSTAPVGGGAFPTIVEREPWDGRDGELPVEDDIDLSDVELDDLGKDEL
# The depositor's hits bear a star; . = not tested or not shown; [ ] = dose if it differs, or a comment. Rows are unselected; overall some 4% were active at least once.
# Preview, two compounds:
# Value order – ERp5 block, miR122 inh, ARNT TACC3 PPI, esBAF inh, Cneo AK release, Statin myotox sup, SIRT5 block
- Cc1ccc(S(=O)(=O)n2nc(-c3ccc(Cl)cc3)nc2NCc2ccco2)cc1
  ., -2, 0, 26, -3, -9, .
- COc1cc(OC)cc(C(=O)NCC2CCCN(Cc3ccc(SC)cc3)C2)c1 (stereo not drawn)
  -1, -10, 1, -2, 11, 1, 2

# This part in full, previewed entries included:
# Value order – ERp5 block, miR122 inh, ARNT TACC3 PPI, esBAF inh, Cneo AK release, Statin myotox sup, SIRT5 block
- Cc1ccc(S(=O)(=O)n2nc(-c3ccc(Cl)cc3)nc2NCc2ccco2)cc1
  ., -2, 0, 26, -3, -9, .
- COc1cc(OC)cc(C(=O)NCC2CCCN(Cc3ccc(SC)cc3)C2)c1 (stereo not drawn)
  -1, -10, 1, -2, 11, 1, 2
- O=C(Cc1ccsc1)NNC(=O)c1ccccc1Cl
  -1, ., 23, -4, ., 8, -1
- CSc1nnc(-c2ccncc2)n1CCCN1CCCC1=O
  ., -9, ., -8, ., -25, .
- COc1ccc(/C(O)=C2/C(=O)C(=O)N(c3ccccn3)C2c2cccc(Cl)c2)cc1 (stereo not drawn)
  4, -5, 6, 2, 0, 0, 1
- Cc1ccccc1CSCC(=O)Nc1c(C)n(C)n(-c2ccccc2)c1=O
  -3, ., -20, ., ., ., -1
- O=S(=O)(c1cc(Cl)cc(Cl)c1)N1CCCC1c1nc2ccccc2s1 (stereo not drawn)
  ., -5, 3, 4, -1, 5, .
- CNC[C@H]1Oc2ccc(NC(=O)Nc3cccc4ccccc34)cc2C(=O)N([C@H](C)CO)C[C@@H]1C
  0, -1[16.7 µM], -3, -4, -2, -12, 0
- Cc1cc(C(=O)OCC(=O)N2CC(C)OC(C)C2)c(C)n1-c1ccccc1 (stereo not drawn)
  -9, -1, -14, -4, -3, -1, -5
- Cc1cccc(N2C(=O)CC(N(C(=O)c3ccco3)c3cccc(C)c3)C2=O)c1 (stereo not drawn)
  ., -1, 7, -8, ., 12, .
- C[C@@H]1CCCCO[C@@H](CN(C)C(=O)c2ccncc2)[C@H](C)CN([C@H](C)CO)C(=O)c2cc(NC(=O)C3CCCCC3)ccc2O1
  2, -7[16.7 µM], -8, 8, -4, -7, 1
- NC(=O)COC(=O)C1c2ccccc2Oc2ccccc21
  -1, 4, -12, 16, 0, 6, 1
- C1CNCCOCCNCCN1
  ., -2, -30, -8, -1, -2, .
- COc1cccc(Oc2cn[nH]c2-c2ccc(O)cc2O)c1
  ., 9, 7, 1, 3, -8, .
- COCC#Cc1ccc2c(c1)O[C@H](CN(C)C(=O)CN(C)C)[C@@H](C)CN([C@@H](C)CO)S2(=O)=O
  10, -5[16.7 µM], -2, -4, -1, -12, -1
- O=C(OCC#CCSc1nnc(-c2cccc3ccccc23)o1)c1cccc2[nH]ccc12
  -1, -6, 0, -5, 1, 11, .
- COc1cc(/C=C2\SC(c3ccc(C)cc3)=NC2=O)ccc1O
  1, ., 12, ., ., ., 2
- COc1ccc(CC(=O)NC(C)(C)CC(C)=O)cc1OC
  ., -1, -4, 5, 6, -2, .
- COc1ccccc1/C=N/NC(=O)c1cccc2ccccc12
  -2, 0, 2, -9, 1, -3, -3
- Cn1nnnc1SCC(=O)Nc1cc(S(=O)(=O)N2CCCC2)ccc1Cl
  -2, ., 3, ., ., ., 1
- CCC(CC)N1CCN(C(=O)c2cccc(Cl)c2)CC1
  1, 12, -7, -6, -3, 0, -3
- CSc1cc(-c2ccc(Cl)cc2)c(C(=O)N2CCCC2)s1
  ., 2, -2, -7, 5, 126*, .
- O=C(NC[C@H]1[C@@H](c2ccccc2)[C@H](CO)N1CC1CCCC1)c1cccnc1
  ., -14[16.7 µM], 1, 2, 6, 6, .
- Cc1ccnn1CCC(=O)N1CCCC(Nc2ccc(C(C)C)cc2)C1 (stereo not drawn)
  1, -5, ., 3, 5, -1, -2
- COc1cc(CC(=O)Nc2sc3c(c2C(N)=O)CCCC3)cc(OC)c1OC
  0, -2, -8, 21, -1, -4, -7
- CO[C@@H]1CN(C)C(=O)c2cc(NC(=O)Nc3c(C)noc3C)ccc2OC[C@@H](C)NC[C@@H]1C
  -2, -5[16.7 µM], 1, -2, 1, -5, -3
- O=C(CN1C(=O)COc2ccccc21)N1CCN(c2ccccc2F)CC1
  -1, ., -3, 9, 2, -11, 5
- CC12CCC(C(=O)Nc3cccc(Cl)c3)(C(Br)C1=O)C2(C)C (stereo not drawn)
  3, 8, 5, -1, 0, 10, -5
- COc1ccc(C(C(=O)NC2CCCCC2)N(C(=O)Cc2c[nH]c3ccccc23)c2ccc(NC(C)=O)cc2)cc1OC (stereo not drawn)
  ., -4, -5, 2, -1, -2, .
- Cc1ccc(Cl)cc1NC(=S)N(CCN(C)C)C(C)c1ccccn1 (stereo not drawn)
  2, -3, 42, 14, 16, 3, -2

# Value order – ERp5 block, miR122 inh, ARNT TACC3 PPI, esBAF inh, Cneo AK release, Statin myotox sup, SIRT5 block
- COc1ccc(NC(=S)N2CCN(c3ccc4c(c3)C3CCN(C(=O)OCc5ccccc5)C4C3)CC2)c(OC)c1 (stereo not drawn)
  0, -8, ., 35, 0, 0, 0
- CCOc1ccc2[nH]c3nc(SCC(=O)NCC4CCCO4)nnc3c2c1 (stereo not drawn)
  -14, -2, ., 7, -2, 9, -4
- O=C(NC(=S)N(Cc1ccccc1)c1ccccn1)C1CCCCC1
  -6, ., -8, ., ., ., -3
- O=C(N/N=C/c1c(O)ccc2ccccc12)c1ccc(Br)o1
  6, 8, 4, -67, 5, -17, 0
- C[C@@H]1CN([C@@H](C)CO)S(=O)(=O)c2ccc(-c3ccc(C(=O)N(C)C)cc3)cc2O[C@H]1CN(C)C
  -3, -8[16.7 µM], 2, -4, -3, -5, 0
- CSCCC(NC(=O)c1ccc(Cl)cc1)C(=O)O (stereo not drawn)
  5, ., 1, ., ., ., -7
- COCCC(=O)N1CCc2ccc(NC(=O)c3ccc(C(F)(F)F)cc3)cc2C1
  0, -4, -26, 16, 0, -9, 3
- O=C([C@H]1O[C@@H](n2ccc(=O)[nH]c2=O)[C@H](O)[C@@H]1O)N1CCN(c2ccc(Cl)cn2)CC1
  -2, -7, ., -10, -1, 3, -5
- CCn1c(SCC(=O)NC2CCCC2)nnc1-c1ccccn1
  0, -6, 14, ., -1, ., -1
- O=C(Nc1nc2ccccc2[nH]1)NC1CCCCC1
  3, -5, -7, -42, -15, -11, -13
- CC(C)NC(=O)N(C)C[C@@H]1Oc2ncc(-c3cc4ccccc4o3)cc2C(=O)N([C@H](C)CO)C[C@@H]1C
  28*, -8[16.7 µM], 3, -1, 2, 1, -7
- C=CCn1c(SCC(=O)N2CCCC2)nc2scc(-c3cccs3)c2c1=O
  ., -7, -5, 2, -3, 55, .
- Cc1ccc(S(=O)(=O)NCCSC(C)(C)C)cc1
  ., 57, ., -1, -1, 2, .
- Oc1c(C(Nc2ccccn2)c2ccccn2)ccc2cccnc12 (stereo not drawn)
  12, 15, ., ., 1, ., -2
- Cn1c(CCNC(=O)c2ccco2)nc2cc(NC(=O)C3CCCCC3)ccc21
  ., -25, -2, 33, 0, ., .
- Cc1ccc(C(=O)N/C(=C/c2ccc(Cl)cc2)C(=O)Nc2cccc(C(=O)O)c2)cc1
  ., 0, 0, ., -2, ., .
- COc1cc(OC)cc(C(=O)Nc2cc(NC(=O)c3ccco3)ccc2OC)c1
  ., -3, -2, 5, -3, ., .
- O=C(Nc1ccc2nc(-c3cccnc3)[nH]c2c1)c1ccco1
  -1, 2, -3, 22, -5, -44, 1
- O=C1CC(N2CCN(c3ccccc3Cl)CC2)C(=O)N1c1ccccc1 (stereo not drawn)
  ., 1, -4, 0, 1, 2, .
- CCOC(=O)c1c(-c2ccccc2)oc2ccc(O)c(CN(C)C)c12
  ., 9, -4, 0, 0, -3, .
- O=C(c1cccnc1)N1CCN(C(=O)c2cccs2)CC1
  ., -13, -5, -7, 0, 17, .
- O=c1[nH]oc(O)c1-c1ncc(C(F)(F)F)cc1Cl
  3, ., 2, ., ., ., 3
- COc1c(/C=N/NC(=O)c2ccccc2O)c(CCN(C)C(C)=O)cc2c1OCO2
  ., 6, 5, 12, 1, -11, .
- O=C1OC(Nc2nc3ccccc3s2)c2ccccc21 (stereo not drawn)
  ., -5, -8, 17, 0, 5, .
- COc1ccc(S(=O)(=O)Nc2ccc3c(c2)C(=O)N([C@@H](C)CO)C[C@@H](C)[C@@H](CN(C)C(=O)Cc2ccccc2)OCCCC[C@H](C)O3)cc1
  -4, 46[16.7 µM], 1, 3, -2, ., 4
- Cc1ccc2nc(C)c(C(=O)N/N=C/c3cccs3)cc2c1
  -1, ., -6, ., ., ., -3
- Cc1c(C(=O)Oc2cccc3cccnc23)cccc1[N+](=O)[O-]
  1, 0, 26, -2, -1, -4, -3
- O=C(N[C@@H]1CC[C@@H](CCNS(=O)(=O)c2ccccc2)O[C@@H]1CO)c1cccnc1
  5, ., -1, -10, 1, 3, -5
- CCOC(=O)N1CCN(C(=O)c2ccccc2NC(=O)COc2ccccc2)CC1
  2, 4, -8, 25, 1, 7, -2
- Cc1c(C(=O)NCCN2CCOCC2)oc2ccc(S(=O)(=O)N3CCCCCC3)cc12
  ., 0, -4, -6, 3, 4, .

# Value order – ERp5 block, miR122 inh, ARNT TACC3 PPI, esBAF inh, Cneo AK release, Statin myotox sup, SIRT5 block
- Oc1ccccc1/C=N/Nc1cccc2cccnc12
  ., 2, 18, 50*, -5, 13, .
- O=C1/C(=C/c2ccccc2F)SC(=S)N1CCC(=O)N1CCCCC1CCO (stereo not drawn)
  ., ., 11, 13, 8, 11, 10
- O=C(O)CCSCc1ccccc1F
  ., -4, -1, 5, -1, 14, .
- CCN(CC)C(=O)CSc1nc(O)c(Cc2ccccc2)c(=O)n1-c1ccccc1
  ., -1, -12, -4, -1, 11, .
- COc1cc(N=c2oc3c(C)ncc(CO)c3cc2C(N)=O)cc(OC)c1OC
  2, -1, 35*, -3, -2, 3, -5
- Cn1cc(C(=O)NCN2CCCCC2)c2ccccc21
  ., 4, 0, -2, -1, ., .
- COc1ccc(NC(=O)N(C)C[C@@H]2Oc3ccc(NS(=O)(=O)c4ccc(F)cc4)cc3CC(=O)N([C@@H](C)CO)C[C@@H]2C)cc1
  1, 7[16.7 µM], ., 3, ., -10, 8
- COC(CNC(=O)c1c[nH]c2ccc(S(=O)(=O)N3CCOCC3)cc2c1=O)OC
  8, -3, -1, -4, 0, -1, 4
- C=CCN1CCN(C(c2ccccc2OC)c2nnnn2C(C)(C)C)CC1 (stereo not drawn)
  5, ., -1, ., ., ., 12
- COc1cc(OC)c(OC)cc1CNC(=O)c1ccc(COc2ccccc2)cc1
  0, ., -1, 16, -10, -10, -2
- C[C@H]1CN([C@@H](C)CO)C(=O)c2cc(NC(=O)Cn3cnnn3)ccc2O[C@@H]1CN(C)Cc1ccc(Cl)c(Cl)c1
  3, 21[16.7 µM], ., 24, 3, -35, .
- Cc1noc(C)c1S(=O)(=O)N(C)C[C@H]1OCCCC[C@@H](C)Oc2ccc(NC(=O)CCC(F)(F)F)cc2C(=O)N([C@@H](C)CO)C[C@@H]1C
  ., 7[16.7 µM], 3, 1, 0, 13, .
- COCC#Cc1ccc2c(c1)O[C@H](CN(C)C(C)=O)[C@H](C)CN([C@@H](C)CO)S2(=O)=O
  2, -6[16.7 µM], -12, -1, 7, ., -4
- O=C(Cn1ncc2c(=O)oc3ccccc3c21)N1CCN(C(=O)c2ccco2)CC1
  ., 2, -6, 2, -2, -1, .
- COc1ccc(CC(=O)Nc2ccc(S(=O)(=O)N3CCCCC3)cc2)cc1OC
  2, 7, ., -8, 3, 21, -5
- C[C@]12CCC3C(CC=C4C[C@@H](O)CC[C@@]43C)C1CCC2[C@]1(C)CCC(=O)O1 (stereo partly drawn)
  3, -8, -2, -2, -4, ., -2
- CC(=O)c1cc(C(c2csc(C(C)=O)c2)c2csc(C(C)=O)c2)cs1
  ., -6, -5, -14, 0, 5, .
- C[C@@H]1CCCCO[C@@H](CN(C)S(=O)(=O)c2cn(C)cn2)[C@@H](C)CN([C@H](C)CO)C(=O)c2cc(NC(=O)CCCN(C)C)ccc2O1
  5, 12[16.7 µM], -17, -4, -2, ., 0
- Cc1c(C(=O)Nc2cccnc2Cl)oc2ccccc12
  0, 3, -10, 48*, 6, -3, -4

# High-throughput results deposited in PubChem by Broad Institute.
